# Screening results as filed in PubChem BioAssay.
# BAZ2B block: inhibitors of human BAZ2B bromodomain; Q9UIF8; AlphaScreen BAZ2B-H3K14Ac peptide displacement; Potency, µM (doses to about 114 µM), without a hit: top-dose activity change, negative = inhibition, usual class: inhibitors; 4.4% of 360,000 active; AID 504333; note: potency is the fitted concentration of half-maximal effect; % is set by controls: 0 for no effect and ±100 for the full control effect; nearly all actives have a fitted effect of over 60% in size
#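 Protein-peptide AlphaScreen: BAZ2B 50 nM, b-H3K14Ac 50 nM, 1x PBS pH 7.4 + 0.01% Tween-20. Preincubation 30 min RT; cpd 30 min RT (top 110 uM); beads 20 min RT, light-protected.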
# HP1b chromo inh: HP1-beta chromodomain-methylated histone interaction inhibition | 0.56% of 390,000 active | AlphaScreen HP1-beta / biotin-H3K9me3 peptide binding | Potency, µM (series often up to 114 µM), for the others: at the highest dose activity change, negative = inhibition, actives largely listed as inhibitors; note: potency is the fitted concentration of half-maximal effect; nearly all actives have a fitted effect of over 70% in size; inactives centre near 23
#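 Compound inhibition of the preformed complex between 50 nM HP1-beta and 50 nM biotinylated H3K9me3 peptide was read by AlphaScreen. Buffer was PBS pH 7.4 with 0.01% Tween-20. Incubations ran 30 min at room temperature, with 10 ug/mL donor/acceptor beads.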
# G9a inh: blocks human histone lysine methyltransferase G9a | AID 504332 | Potency, µM (series often up to 102 µM), for the others: at the top dose activity, negative = inhibition, usual class: inhibitors | Q96KQ7 | G9a H3K9 monomethylation, AlphaScreen, 2 h | 8.8% of 350,000 active; note: potency is the fitted concentration of half-maximal effect; % is set by controls: 0 for no effect and ±100 for the full control effect; nearly all actives have a fitted effect of over 75% in size
#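 Step 1: enzyme (final 20 nM) with compound, 15 min RT. Step 2: substrate peptide 500 nM and SAM 20 uM, 2 h RT. Step 3: anti-H3K9me1 antibody and AlphaScreen beads, 10 min, then plate read.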
# PI4K2A inh: inhibitors of human PI4K2A; Q9BTU6; purified PI4K2A, ADP-Glo luminescence, 1 h; active compounds read low; activity change, negative = inhibition, % at 76.9 µM; 0.13% of 420,000 active; AID 1346378; in the data active = activity change below about -50%; inconclusive = mostly about -30% to -49%;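 note: -100% = wells without enzyme as full effect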
#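 PI4K2A activity was measured by ADP-Glo luminescence: enzyme (4 ug/mL stock) and phosphatidylinositol (1.2 mM stock) in Tris pH 7.5/MgCl2/EGTA/Triton X-100 buffer were reacted with ATP (300 microM stock) for one hour at ambient temperature.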
# Pin1 inh: human Pin1 inhibition; Q13526; Pin1 FP peptide displacement, HiFluor488, 10 min; Potency, µM (doses to about 115 µM), for the others: at the top dose activity, negative = inhibition, most hits filed as inhibitors; 0.009% of 390,000 active; active = well fitted inhibition curve with a large enough effect in the polarisation, with a control signal flat, not every such curve was filed as active; inconclusive = small, poorly fitted or top-dose-only effect, or effect the other way, or a change in a side signal; inactive = no such curve, though single readings can be large or run the other way; the % refers to the polarisation; note: potency is the fitted concentration of half-maximal effect; % is set by controls: 0 for no effect and ±100 for the full control effect
# Target sequence (Q13526 whole entry, looked up): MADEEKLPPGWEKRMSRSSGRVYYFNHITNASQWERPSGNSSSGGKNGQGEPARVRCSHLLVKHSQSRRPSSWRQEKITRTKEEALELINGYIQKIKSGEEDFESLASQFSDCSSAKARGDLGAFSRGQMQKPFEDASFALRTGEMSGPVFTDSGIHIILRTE
# JMJD2A Tudor inh: JMJD2A Tudor domain (human) inhibition; O75164; AlphaScreen JMJD2A-Tudor / H3K4me3 peptide binding; Potency, µM (series often up to 114 µM), without a hit: top-dose activity change, negative = inhibition, most hits filed as inhibitors; 4.4% of 390,000 active; AID 504339; note: potency is the fitted concentration of half-maximal effect; % is set by controls: 0 for no effect and ±100 for the full control effect; nearly all actives have a fitted effect of over 50% in size
# GLS inhibitor: glutaminase GLS (human) inhibition; GLS enzymatic activity, qHTS titration; Potency, µM (top dose mostly 45.5 µM), without a hit: at the top dose activity change, negative = inhibition, most hits filed as inhibitors; AID 624170; O94925; 0.21% of 410,000 active; note: potency is the fitted concentration of half-maximal effect; % is set by controls: 0 for no effect and ±100 for the full control effect
#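 Read-out is an Amplex red fluorescence increase coupled through glutamate oxidase and HRP, measured before and after 30 min room-temperature incubation. hKGA is in 45 mM KH2PO4 (pH 8.2) with 0.02% Tween-20; glutamine added as 1mM solution.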
# ERG-DNA inh: inhibitors of human ERG Ets domain-DNA interaction; P11308; fluorescence polarization, His-ERG Ets domain / labelled DNA; Potency, µM (titrated, usually from 76.9 µM), for inactives: top-dose FP activity, negative = inhibition, actives largely listed as inhibitors; 0.028% of 370,000 active; AID 624246; active = well fitted inhibition curve with a large enough effect in the polarisation, with a control signal flat; inconclusive = small, poorly fitted or top-dose-only effect, or effect the other way, or a change in a side signal; inactive = no such curve, though single readings can be large or run the other way; the % refers to the polarisation;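 note: polarization taken with two DNA probes labelled with fluorescein and Texas red; potency is the fitted concentration of half-maximal effect; % of control where 0% means no effect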
# Target sequence (P11308 whole entry, looked up, the tested form may be a part): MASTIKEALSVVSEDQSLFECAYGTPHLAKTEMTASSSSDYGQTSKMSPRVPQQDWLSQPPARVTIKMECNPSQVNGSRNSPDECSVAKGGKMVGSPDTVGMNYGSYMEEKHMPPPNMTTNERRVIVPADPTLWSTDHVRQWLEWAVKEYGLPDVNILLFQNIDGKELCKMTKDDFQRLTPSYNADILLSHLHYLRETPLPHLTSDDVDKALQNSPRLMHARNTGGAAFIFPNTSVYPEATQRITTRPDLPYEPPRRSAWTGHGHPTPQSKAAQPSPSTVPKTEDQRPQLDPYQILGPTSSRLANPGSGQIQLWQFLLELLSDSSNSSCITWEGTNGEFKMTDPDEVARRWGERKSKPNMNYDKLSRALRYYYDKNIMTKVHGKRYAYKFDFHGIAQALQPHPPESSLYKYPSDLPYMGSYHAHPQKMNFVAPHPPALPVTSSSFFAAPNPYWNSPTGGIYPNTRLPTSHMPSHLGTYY
#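 His-tagged ERG Ets domain (1 uM in the protein solution; 300mM KCl, 50mM Tris-HCl, 1mM EDTA, 1mM DTT, pH 7.5) received compound, then a probe mix of 5 nM fluorescein-DNA and 100nM Texas-615-DNA. Fluorescence polarization was read for both dyes.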
# PGK inhibitor: T. brucei PGK inhibition; Potency, µM (top dose mostly 57.5 µM), inactives show at the highest dose activity change, negative = inhibition, most hits filed as inhibitors; PGK/GAPDH coupled, Kinase-Glo luminescence, 60 min; P07378; 0.043% of 380,000 active; note: potency is the fitted concentration of half-maximal effect; % is set by controls: 0 for no effect and ±100 for the full control effect; nearly all actives have a fitted effect of over 60% in size
# Target sequence (P07378 whole entry, looked up): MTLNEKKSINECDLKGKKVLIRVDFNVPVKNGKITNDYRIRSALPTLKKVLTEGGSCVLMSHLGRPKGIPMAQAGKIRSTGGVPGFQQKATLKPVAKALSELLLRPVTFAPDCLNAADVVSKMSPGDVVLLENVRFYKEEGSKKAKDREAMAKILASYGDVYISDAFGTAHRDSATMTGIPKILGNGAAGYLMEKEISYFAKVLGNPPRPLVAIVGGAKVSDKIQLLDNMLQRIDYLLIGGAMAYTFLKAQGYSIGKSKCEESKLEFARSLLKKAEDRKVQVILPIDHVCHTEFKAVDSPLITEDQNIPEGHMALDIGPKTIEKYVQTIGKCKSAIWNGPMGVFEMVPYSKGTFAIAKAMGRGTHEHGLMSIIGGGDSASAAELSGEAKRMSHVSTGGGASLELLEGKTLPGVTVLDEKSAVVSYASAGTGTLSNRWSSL
#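 Recombinant glycosomal PGK reaction used 1,3-bisphosphoglycerate generated in-well by GAPDH (100nM final) in 100mM TEA pH 7.6, 5mM MgCl2, 0.01% Tween-20. After 60 minutes at room temperature, ATP was read by Kinase-Glo Plus luminescence end-point.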
# An asterisk follows results filed as active; i = inactive; ? = inconclusive; nt = not tested or not shown; [ ] = another dose, or the depositor's remark. Unless noted, calls come from the whole dose curve; as a rule, active = well fitted curve in the direction sought with a large enough effect; inconclusive = small, poorly fitted or top-dose-only effect, or another doubt; inactive = no such curve, though single readings can be large; an effect the other way counts as inactive or inconclusive. Not a hit list. About 11% of those tested had a hit in this group.
SMILES,BAZ2B block,HP1b chromo inh,G9a inh,PI4K2A inh,Pin1 inh,JMJD2A Tudor inh,GLS inhibitor,ERG-DNA inh,PGK inhibitor
Cc1ccccc1-n1c(Cn2c(=O)sc3ccccc32)nnc1SCC(N)=O,30%[activator],39%[activator],?,5,-1%,0%,1%,-7%,-9%
Cc1ccc(C(=O)NCCCNC(=O)Cc2ccccc2)cn1,15%,20%,36%[59 µM],3,1%,0%,-1%,5%,-2%
CCOc1ccc(N2CC(C(=O)Nc3ccc(S(=O)(=O)N4CCOCC4)cc3)CC2=O)cc1 (stereo unspecified),-5%,5%,-43%,6,-10%,-17%,-2%,1%,1%
O=C(COC(=O)C1CCN(S(=O)(=O)c2ccc3c(c2)OCCO3)CC1)Nc1ccc(C(F)(F)F)cc1,-4%,17%,50%[59 µM],-5,1%,-10%,1%,19%,-2%
Cc1nc2sc(C(c3ccc(Br)cc3)N3CC(C)OC(C)C3)c(O)n2n1 (stereo unspecified),-1%,51%[activator],-39%[59 µM],66,1%,-8%,7%,8%,0%
CCOc1ccccc1CNc1ccc2cc(S(=O)(=O)N3CCC(C)CC3)ccc2n1,0%,34%,-32%[59 µM],-1,3%,-4%,5%,-2%,7%
CCCc1ccc(NC(C)C(=O)Nc2ccc(S(=O)(=O)N3CCOCC3)cc2)cc1 (stereo unspecified),14%,-12%,-3%,0,-2%,?,7%,6%,4%
CN(CCNC(=O)C1CCN(S(=O)(=O)c2cnc[nH]2)CC1)Cc1ccccc1,13%,23%,-4%,-5,-11%,0%,10%,-4%,2%
Cc1ccc(-n2nc(C(=O)Nc3ccc(F)cc3F)c3c4ccccc4n(C)c3c2=O)cc1,nt,14%,0%[59 µM],-1,0%,-17%,17%,-13%,nt
Cc1ccccc1C(=O)NNC(=S)NC(=O)c1ccccc1,11%,-7%,4µM*,2,-6%,-27%,33%[activator],7%,-6%
O=C(C1COc2ccccc2O1)N1CCN(c2ccc(C(F)(F)F)cn2)CC1 (stereo unspecified),nt,44%[activator],nt,-5,-14%,?,1%,6%,-5%
CCN(CC)S(=O)(=O)c1ccc(O)c(C(=O)OCC(=O)N2CCCC2)c1,-2%,35%[activator],21%,-24,5%,15%,-5%,-1%,-8%
CCc1ccccc1NC(=O)COc1ccc2oc(-c3ccc(OC)cc3)cc(=O)c2c1,-37%,23%,?,4,5%,-36%,27%,3%,-12%
C=CCn1c(C)cc(-c2csc(NC(=O)C3=COCCO3)n2)c1C,-34%,-9%,45µM*,?,-1%,-23%,-9%,-9%,5%
CCOc1ccc(NC(=O)c2sc3nc4c(c(-c5ccc(OC)cc5)c3c2N)C(=O)CC(C)(C)C4)cc1,-10%,19%,-6%[59 µM],2,?,-19%,6%,-4%,nt
COc1ccccc1NC(=O)CSc1nc2sc3c(c2c(=O)n1-c1ccccc1)CCN(C)C3,?,34%,40µM*,-2,2%,0%,?,2%,2%
COc1cc(NC(=O)c2noc3c2CC(C)CC3)c(OC)cc1Cl (stereo unspecified),3%[57.1 µM],13%,-22%[59 µM],2,0%,-12%,-12%,2%,0%
Cc1ccc(C)c(OCCC(=O)N2CCN(S(=O)(=O)c3cc(C)ccc3C)CC2)c1,-6%,36%,18%[59 µM],-1,-2%,-12%,-10%,-10%,-5%
COCCCN(C(=O)c1cc(Cl)nc2ccccc12)c1c(N)n(Cc2ccccc2)c(=O)[nH]c1=O,-3%,27%,-33%,-1,4%,-17%,7%,12%,-1%
COc1cccc(C(=O)Nc2nnc(SCC(=O)NC3CCCC3)s2)c1,7%,20%,16%,-1,2%,-5%,2%,9%,7%

# Ordered by value in G9a inh (high to low): three of the compounds above
Compound,G9a inh
C=CCn1c(C)cc(-c2csc(NC(=O)C3=COCCO3)n2)c1C,45µM*
COc1ccccc1NC(=O)CSc1nc2sc3c(c2c(=O)n1-c1ccccc1)CCN(C)C3,40µM*
Cc1ccccc1C(=O)NNC(=S)NC(=O)c1ccccc1,4µM*

# Further results follow:
SMILES,BAZ2B block,HP1b chromo inh,G9a inh,PI4K2A inh,Pin1 inh,JMJD2A Tudor inh,GLS inhibitor,ERG-DNA inh,PGK inhibitor
O=C(COc1ccc(S(=O)(=O)NC2CCCCC2)cc1Cl)NCc1cccnc1,-5%,12%,?,10,5%,-30%,4%,2%,3%
CC1(C)CC(=O)C=C(Nc2ccccc2F)C1,2%,13%,7%[59 µM],5,3%,-9%,6%,0%,4%
Cc1cc(C)c(NC(=O)c2ccoc2C)c(C)c1,10%,37%,-9%[59 µM],3,7%,-1%[11.4 µM],-3%,-2%,7%
O=S(=O)(/N=C(/c1ccc(F)cc1)N1CCCCC1)c1ccc(Cl)cc1,8%,27%,?,4,-5%,-4%,7%,1%,6%
CC(C)c1ccc2c(c1)C(c1cccs1)=NNC(c1ccncc1)=N2,?,13%,28µM*,1,0%,-33%,2%,-4%,i
Cc1cc(C)cc(Oc2coc3cc(OCC(=O)NC4CCCCC4)ccc3c2=O)c1,-2%,49%[activator],17%[59 µM],0,-1%,-22%,4%,4%,-2%
COc1ccc(S(=O)(=O)NCCSc2ccccc2)cc1OC,4%,39%[activator],7%[59 µM],-1,-5%,-5%,-12%,-2%,-8%
COC(=O)CSc1nc(N)nc(C)c1Br,0%,36%,?,7,13%,-4%,3%,-2%,1%
COc1ccccc1CC(=O)NCC1CCCO1 (stereo unspecified),12%,30%,-43%[59 µM],0,10%,-14%,-4%,-18%,-3%
CC(=O)c1cccc(NC(=O)N2CCCC2C(=O)Nc2ccccc2C)c1 (stereo unspecified),3%,20%,6%[12.7 µM],0,-4%,1%,-7%,-5%,-5%
CS(=O)(=O)c1nc(S(=O)(=O)c2ccc(Cl)cc2)c(N2CCCCCC2)s1,-3%,27%,12%,0,2%,5%,-2%,-3%,-11%
CCOC(=O)C1=CNS(=O)(=O)NC1c1ccc2ccccc2c1 (stereo unspecified),nt,31%,nt,1,0%,-9%,22%,3%,0%
Cc1c2cnn(-c3ccccc3)c(=O)c2c(C)n1CC(=O)NCc1ccccc1,?,-6%,-3%[59 µM],2,8%,-23%,-6%,1%,-5%
CC(C)(C)c1ccc(-n2ncc3c2CCCC3NC(=O)CCN2CCCCC2=O)cc1 (stereo unspecified),-4%,33%,nt,1,-4%,-12%,0%,3%,1%
Cc1cc(C)nc(N/N=C/C(Cl)=C/c2ccccc2)n1,-7%,24%,-3%[59 µM],12,-3%,-8%,0%,-6%,0%
COc1ccc(NC(=O)CN2CCN(Cc3ccccc3)S2(=O)=O)c(OC)c1,-11%,46%[activator],17%[59 µM],5,-4%,-8%,-2%,-7%,i
CSc1ccc(/C=C/C(=O)OCC(=O)N2CCN(S(=O)(=O)c3ccc(C)cc3C)CC2)cc1,10%,18%,-1%[12.7 µM],-3,15%,-11%,10%,6%,-5%
Cc1csc(NC(=O)CSc2nnc(-c3ccoc3C)n2CCc2ccccc2)n1,?,-1%,?,0,3%,?,3%,-2%,-1%
O=C(NCC1CCCN(Cc2ccc3nonc3c2)C1)c1cccc(C(F)(F)F)c1 (stereo unspecified),-21%,46%[activator],nt,3,34%[activator],-5%[11.4 µM],0%,-9%,i
CCN1C(=O)C(O)(CC(=O)/C=C/C=C/c2ccccc2)c2ccccc21 (stereo unspecified),-29%,11%,48%[12.7 µM],0,1%,-27%,-2%,10%,i
CCCCC(=O)Nc1cc(NC(=O)CCCC)cc(C(=O)O)c1,6%,-15%,-6%[59 µM],-2,-2%,?,7%,nt,nt
COc1ccc(NC(=O)Cc2ccccc2F)cn1,-11%,9%,-6%,-3,-2%,-5%,-9%,1%,0%
COc1ccc(-c2csc(NC3CCCCC3)n2)c(OC)c1,-35%,?,45µM*,2,4%,?,?,5%,2%
CC(C)(C)OC(=O)N1CCCC(C(=O)CC#N)C1 (stereo unspecified),-2%,29%,?,3,73%[activator],-30%,4%,-13%,-3%
CCc1nnc(NC(=O)C2CCCN2S(=O)(=O)c2ccccc2)s1 (stereo unspecified),-1%,7%,3%[59 µM],1,0%,-11%,-9%,nt,-4%[11.5 µM]
CC(C)(C)NC(=O)C(=O)NNC(=O)c1ccccc1Br,?,24%,22µM*,3,-6%,-20%,13%,1%,5%
COc1ccc(CCn2c(=N)c(C(=O)NCC3CCCO3)cc3c(=O)n4ccccc4nc32)cc1 (stereo unspecified),-19%,22%,7%,-2,4%,0%,3%,15%,1%
Cc1sc2nc(CC(=O)NN)[nH]c(=O)c2c1C,0%,-9%,40µM*,-3,3%,-10%,-4%,-12%,-4%
COC(=O)c1ccn(-c2nc(-c3ccc(Cl)cc3)cc(C(F)(F)F)n2)n1,-9%,37%[activator],1%[59 µM],-1,9%,3%,-5%,1%,-10%
COc1ccc(CC(=O)NC2CCS(=O)(=O)C2)cc1 (stereo unspecified),-12%,27%,-22%,3,-4%,-5%,-15%,-3%,-10%
O=C(CSc1nnnn1C1CCCC1)NCc1ccc2c(c1)OCO2,10%,12%,-43%,5,-1%,-9%,-2%,4%,nt
Oc1ccc[n+](/C=C\c2ccccc2)c1,-17%,58%[activator],0%[2.33 µM],-1,-4%,4%,-7%,8%,-8%
